# Source: PubChem BioAssay
# T cruzi intra: inhibitors of intracellular Trypanosoma cruzi, primary screen, cell-based, plate reader, single point, set 2; intracellular Trypanosoma cruzi in host cells; activity score (inhibition), % at 5.01 µM; 22,000 compounds, 4.9% hits; AID 651903, 2012; in the data active = activity score above about 55%; inconclusive = no clear call, values can overlap the other calls;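 also: parasites and compound incubated about four days before reading; 0% = median of neutral control wells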
# INS-1E rescue: protection of INS-1E cells from cytokine death, primary screen, ATP luminescence, single point | 20,000 compounds, 0.1% hits | AID 488910, 2010 | INS-1E cytokine-induced death, 48 h; normalised: neutral wells 0, positive control 100 | protection from cytokine-induced ATP loss, % at 10 µM;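 active = mean replicate protection from cytokine-induced ATP loss at least 50% and at least 75% of replicates each reaching 50%; inconclusive = meets only one of the two criteria, mean or replicate share; inactive = fails both the mean and replicate share criteria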
#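 Material: INS-1E rat cells; Quantity: 8000 cells/well; Buffer or medium: phenol-red-free RPMI with 5% fetal bovine serum; Probe or stimulus: cytokine cocktail of IFN-γ, TNF-α and IL-1β; Compound dosing: single test concentration per compound, delivered by pin transfer; Incubation: 48 h co-treatment, 10 min post-lysis read; Signal: CellTiter-Glo luminescence.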
# * = called active by the depositor; u = inconclusive; x = not tested or not shown. The order is random. About 5.6% of those tested had a hit in this group.
SMILES	INS-1E rescue	T cruzi intra
C[C@H]1CN([C@@H](C)CO)C(=O)Cc2cc(NC(=O)C3CC3)ccc2O[C@@H]1CN(C)S(=O)(=O)c1ccc(F)cc1	18	-6
Cc1ccc(S(=O)(=O)Nc2ccc3c(c2)C(=O)N([C@@H](C)CO)C[C@H](C)[C@H](CN(C)Cc2ccncc2)O3)cc1	1	-5
C[C@H]1CN([C@@H](C)CO)C(=O)Cc2cc(NC(=O)Nc3cccc4ccccc34)ccc2O[C@@H]1CN(C)Cc1ccc(-c2ccccc2)cc1	-7	58*
COc1ccc(S(=O)(=O)N(C)C[C@H]2Oc3c(NC(=O)C4CCOCC4)cccc3C(=O)N([C@@H](C)CO)C[C@H]2C)cc1	6	1
COc1ccc(NC(=O)Nc2ccc3c(c2)CC(=O)N([C@H](C)CO)C[C@@H](C)[C@@H](CN(C)Cc2ccc4c(c2)OCO4)O3)cc1	3	4
C[C@@H]1CN([C@@H](C)CO)C(=O)CCCn2cc(nn2)CO[C@H]1CN(C)Cc1ccccc1C(=O)O	x	-22
C[C@H](CO)N1C[C@H](C)[C@H](CN(C)Cc2ccc(C(F)(F)F)cc2)Oc2ccc(NS(=O)(=O)c3cccs3)cc2CC1=O	3	27
C[C@H]1CN([C@@H](C)CO)C(=O)c2cc(N(C)C)ccc2O[C@@H]1CN(C)Cc1ccc(C(=O)O)cc1	-3	-17
C[C@@H]1CN([C@@H](C)CO)C(=O)c2cccc(NC(=O)c3cnccn3)c2O[C@H]1CN(C)Cc1ccncc1	12	-16
C[C@@H]1CN([C@@H](C)CO)C(=O)c2cccc(NS(=O)(=O)c3ccc(F)cc3)c2O[C@H]1CN(C)Cc1ccc(Oc2ccccc2)cc1	-3	25
C[C@H]1CN([C@@H](C)CO)C(=O)c2cccc(NS(=O)(=O)c3ccc(Cl)cc3)c2O[C@H]1CN(C)S(=O)(=O)c1ccccc1	2	12
C[C@H](CO)N1C[C@H](C)[C@H](CN(C)Cc2ccc(C(=O)Nc3ccccc3N)cc2)Oc2ccc(NC(=O)C3CC3)cc2CC1=O	32	63*
CNC[C@@H]1Oc2ncc(Br)cc2C(=O)N([C@H](C)CO)C[C@@H]1C	x	-23
C[C@H]1CN([C@@H](C)CO)C(=O)Cc2cc(NC(=O)Cc3cn(C)c4ccccc34)ccc2O[C@@H]1CN(C)S(C)(=O)=O	1	9
O=C(CCCCC(=O)N/N=C/c1ccc([N+](=O)[O-])s1)NO	1	52
Cc1noc(C)c1NC(=O)Nc1cccc2c1O[C@H](CN(C)Cc1ccc3c(c1)OCO3)[C@H](C)CN([C@H](C)CO)C2=O	0	-11
C[C@@H]1CCCCO[C@H](CN(C)S(=O)(=O)c2cccs2)[C@@H](C)CN([C@H](C)CO)C(=O)c2cc(NS(=O)(=O)c3ccccc3)ccc2O1	3	10
CNC[C@H]1Oc2c(cccc2N(C)C)C(=O)N([C@@H](C)CO)C[C@H]1C	13	15
Cc1noc(C)c1NC(=O)N(C)C[C@H]1OCCCC[C@@H](C)Oc2ccc(NC(=O)Nc3ccccc3)cc2C(=O)N([C@H](C)CO)C[C@@H]1C	2	x
Cc1noc(C)c1S(=O)(=O)Nc1cccc2c1O[C@H](CN(C)C(=O)NC(C)C)[C@H](C)CN([C@@H](C)CO)C2=O	9	2

SMILES	INS-1E rescue	T cruzi intra
C[C@@H]1CN([C@H](C)CO)C(=O)Cc2cc(NS(=O)(=O)c3ccc(Cl)cc3)ccc2O[C@@H]1CN(C)S(=O)(=O)c1cn(C)cn1	2	-22
C[C@H](CO)N1C[C@H](C)[C@H](CN(C)S(=O)(=O)c2cn(C)cn2)Oc2ccc(N(C)C)cc2C1=O	0	-1
O=C(NO)c1ccc(C(=O)N/N=C/c2ccco2)cc1	-4	4
COc1ccc(/C=N/NC(=O)CCCCCCC(=O)Nc2ccccc2O)cc1OC	1	5
C[C@@H]1CN([C@H](C)CO)C(=O)c2cccc(NC(=O)Nc3cccc4ccccc34)c2O[C@H]1CN(C)C(=O)Nc1cccc2ccccc12	-7	19
COc1ccc(NC(=O)Nc2ccc3c(c2)C(=O)N([C@H](C)CO)C[C@H](C)[C@H](CN(C)C(=O)Nc2ccccc2)O3)cc1	0	4
COc1ccc(NC(=O)N(C)C[C@@H]2Oc3ccc(NS(=O)(=O)c4ccc(C)cc4)cc3C(=O)N([C@@H](C)CO)C[C@H]2C)cc1	0	-5
C[C@H](CO)N1C[C@H](C)[C@H](CN(C)S(=O)(=O)c2cn(C)cn2)Oc2ncc(C#CCN(C)C)cc2C1=O	x	-20
COc1cccc(S(=O)(=O)N(C)C[C@@H]2OCc3cn(nn3)CCCC(=O)N([C@H](C)CO)C[C@@H]2C)c1	x	3
C[C@H](CO)N1C[C@H](C)[C@@H](CN(C)S(=O)(=O)c2ccc(Cl)cc2)Oc2c(NC(=O)c3cnccn3)cccc2C1=O	-1	u
C[C@@H]1CCCCO[C@@H](CN(C)C(=O)CCC(F)(F)F)[C@@H](C)CN([C@H](C)CO)C(=O)c2cc(NC(=O)NC3CCCCC3)ccc2O1	5	-19
C[C@@H]1CN([C@@H](C)CO)C(=O)c2cccc(NC(=O)Nc3ccccc3)c2O[C@H]1CN(C)Cc1ccc(-c2ccccc2)cc1	0	50
Cc1noc(C)c1S(=O)(=O)Nc1ccc2c(c1)C(=O)N([C@H](C)CO)C[C@H](C)[C@@H](CN(C)Cc1ccc(C(=O)O)cc1)OCCCC[C@@H](C)O2	-5	-11
CC(C)NC(=O)Nc1cccc2c1O[C@H](CN(C)CC1CC1)[C@@H](C)CN([C@@H](C)CO)C2=O	-1	-7
C[C@@H]1CN([C@H](C)CO)C(=O)CCCn2cc(nn2)CO[C@H]1CN(C)C(=O)Nc1ccccc1C(F)(F)F	x	-19
Cc1ccc(S(=O)(=O)Nc2cccc3c2O[C@H](CN(C)Cc2ccc4c(c2)OCO4)[C@@H](C)CN([C@H](C)CO)C3=O)cc1	8	-4
COc1ccc(S(=O)(=O)Nc2ccc3c(c2)CC(=O)N([C@H](C)CO)C[C@@H](C)[C@H](CN(C)Cc2ccncc2)O3)cc1	2	-9
CNC[C@H]1Oc2ccc(NS(=O)(=O)c3ccc(C)cc3)cc2CC(=O)N([C@@H](C)CO)C[C@@H]1C	0	-11
C[C@H]1CN([C@@H](C)CO)C(=O)CCCn2cc(nn2)CO[C@H]1CN(C)C(=O)Nc1cccc(Oc2ccccn2)c1	x	-9
C[C@H](CO)N1C[C@H](C)[C@H](CN(C)Cc2ccccc2)Oc2ccc(NC(=O)CCN3CCOCC3)cc2CC1=O	4	-17

# Gathered by group, those above containing fluorine (five)
SMILES	INS-1E rescue	T cruzi intra
C[C@H]1CN([C@@H](C)CO)C(=O)Cc2cc(NC(=O)C3CC3)ccc2O[C@@H]1CN(C)S(=O)(=O)c1ccc(F)cc1	18	-6
C[C@H](CO)N1C[C@H](C)[C@H](CN(C)Cc2ccc(C(F)(F)F)cc2)Oc2ccc(NS(=O)(=O)c3cccs3)cc2CC1=O	3	27
C[C@@H]1CN([C@@H](C)CO)C(=O)c2cccc(NS(=O)(=O)c3ccc(F)cc3)c2O[C@H]1CN(C)Cc1ccc(Oc2ccccc2)cc1	-3	25
C[C@@H]1CCCCO[C@@H](CN(C)C(=O)CCC(F)(F)F)[C@@H](C)CN([C@H](C)CO)C(=O)c2cc(NC(=O)NC3CCCCC3)ccc2O1	5	-19
C[C@@H]1CN([C@H](C)CO)C(=O)CCCn2cc(nn2)CO[C@H]1CN(C)C(=O)Nc1ccccc1C(F)(F)F	x	-19

# The results go on:
SMILES	INS-1E rescue	T cruzi intra
C[C@@H]1CN([C@H](C)CO)C(=O)Cc2cc(NC(=O)C3CC3)ccc2O[C@H]1CN(C)C(=O)Nc1ccc(C(F)(F)F)cc1	6	-13
Cc1ccc(S(=O)(=O)Nc2ccc3c(c2)CC(=O)N([C@@H](C)CO)C[C@H](C)[C@H](CN(C)C(=O)Nc2cccc4ccccc24)O3)cc1	10	3
C[C@H]1CN([C@@H](C)CO)C(=O)CCCn2cc(nn2)CO[C@@H]1CN(C)S(=O)(=O)c1ccc(-c2ccccc2)cc1	x	-16
C[C@@H]1CCCCO[C@@H](CN(C)Cc2ccc(C(F)(F)F)cc2)[C@@H](C)CN([C@H](C)CO)C(=O)c2cc(NC(=O)Nc3ccc4c(c3)OCO4)ccc2O1	-13	70*
COc1ccc(S(=O)(=O)N(C)C[C@@H]2Oc3ccc(NC(=O)NC4CCCCC4)cc3C(=O)N([C@H](C)CO)C[C@H]2C)cc1	-1	1
C[C@@H]1CN([C@@H](C)CO)C(=O)c2cc(NC(=O)C3CCCCC3)ccc2O[C@@H]1CN(C)Cc1ccc2c(c1)OCO2	-5	-12
C[C@@H]1CCCCO[C@H](CN(C)Cc2ccccc2)[C@@H](C)CN([C@H](C)CO)C(=O)c2cc(NC(=O)Nc3ccc(C(F)(F)F)cc3)ccc2O1	-18	71*
COc1ccc(S(=O)(=O)N(C)C[C@@H]2Oc3c(NS(=O)(=O)c4c(C)noc4C)cccc3C(=O)N([C@H](C)CO)C[C@@H]2C)cc1	9	36
C[C@H](CO)N1C[C@H](C)[C@H](CN(C)Cc2ccc3c(c2)OCO3)Oc2ccc(NC(=O)NC3CCCCC3)cc2CC1=O	3	-9
C[C@@H]1CCCCO[C@H](CN(C)S(=O)(=O)c2ccc(Cl)cc2)[C@@H](C)CN([C@H](C)CO)C(=O)c2cc(NC(=O)NC3CCCCC3)ccc2O1	-1	-5
C[C@@H]1CN([C@@H](C)CO)C(=O)Cc2cc(NS(=O)(=O)c3ccc(F)cc3)ccc2O[C@@H]1CN(C)CC1CCCCC1	-16	13
C[C@@H]1CN([C@@H](C)CO)C(=O)c2cccc(NC(=O)C3CC3)c2O[C@@H]1CN(C)S(=O)(=O)c1cccs1	7	-1
COc1ccc(CN(C)C[C@H]2Oc3ccc(NC(=O)Cc4ccccc4)cc3C(=O)N([C@@H](C)CO)C[C@H]2C)cc1	2	6
C[C@@H]1CN([C@@H](C)CO)C(=O)CCCn2cc(nn2)CO[C@H]1CN(C)C(=O)Cc1ccccc1	5	-25
C[C@H]1CN([C@@H](C)CO)C(=O)Cc2cc(NC(=O)Nc3ccc(C(F)(F)F)cc3)ccc2O[C@@H]1CN(C)CC1CC1	4	-30
C[C@@H]1CN([C@@H](C)CO)C(=O)c2cc(NS(=O)(=O)c3ccccc3)ccc2O[C@@H]1CN(C)CC1CC1	0	-3
Cc1ccccc1/C=N/NC(=O)CCCCCC(=O)O	7	-17
CC(C)NC(=O)Nc1cccc2c1O[C@H](CN(C)CC1CCCCC1)[C@H](C)CN([C@@H](C)CO)C2=O	-2	-14
CCCN(C)C[C@@H]1OCCCC[C@@H](C)Oc2ccc(NS(=O)(=O)c3c(C)noc3C)cc2C(=O)N([C@H](C)CO)C[C@@H]1C	-4	-14
O=C(O)c1cccc(/C=N/NC(=O)c2ccc(C(=O)NO)cc2)c1	11	-7

SMILES	INS-1E rescue	T cruzi intra
COc1ccc(S(=O)(=O)N(C)C[C@H]2Oc3ccc(NS(=O)(=O)c4ccc(F)cc4)cc3CC(=O)N([C@@H](C)CO)C[C@@H]2C)cc1	13	-4
Cc1noc(C)c1S(=O)(=O)Nc1cccc2c1O[C@@H](CN(C)S(=O)(=O)c1ccc(Cl)cc1)[C@@H](C)CN([C@@H](C)CO)C2=O	-4	-62
COc1ccc(S(=O)(=O)N(C)C[C@@H]2Oc3ccc(NC(=O)CCCN(C)C)cc3C(=O)N([C@@H](C)CO)C[C@@H]2C)cc1	2	-14
CNC[C@@H]1Oc2c(NC(=O)NC3CCCCC3)cccc2C(=O)N([C@H](C)CO)C[C@H]1C	1	-20
Cc1ccc(S(=O)(=O)N(C)C[C@H]2Oc3ccc(NC(=O)NC4CCCCC4)cc3C(=O)N([C@@H](C)CO)C[C@@H]2C)cc1	-1	0
Cc1ccc(S(=O)(=O)Nc2ccc3c(c2)C(=O)N([C@@H](C)CO)C[C@@H](C)[C@H](CN(C)Cc2ccc4c(c2)OCO4)O3)cc1	1	-4
CC(C)COC(=O)N(C)C[C@H]1OCc2cn(nn2)CCCC(=O)N([C@@H](C)CO)C[C@H]1C	x	-12
CC(C)NC(=O)Nc1ccc2c(c1)CC(=O)N([C@@H](C)CO)C[C@H](C)[C@H](CN(C)C(=O)NC(C)C)O2	6	-5
C[C@@H]1CN([C@H](C)CO)C(=O)c2cc(NC(=O)C3CCCCC3)ccc2O[C@H]1CN(C)C(=O)Nc1ccc2c(c1)OCO2	x	-2

# Shown with values under each structure: part of the list above.
# Every second line gives: INS-1E rescue | T cruzi intra
> C[C@@H]1CN([C@@H](C)CO)C(=O)c2cc(NS(=O)(=O)c3ccccc3)ccc2O[C@@H]1CN(C)CC1CC1
→ 0 | -3
> Cc1ccccc1/C=N/NC(=O)CCCCCC(=O)O
→ 7 | -17
> CC(C)NC(=O)Nc1cccc2c1O[C@H](CN(C)CC1CCCCC1)[C@H](C)CN([C@@H](C)CO)C2=O
→ -2 | -14
